IL-2 act: IL-2 activation; IL-2 activation reporter assay, cell-based qHTS; stimulated with anti-CD3/CD4/CD28 beads; in transgenic mouse T cells; activation, % (series mostly up to about 46 µM); 0.065% of 360,000 active; AID 652025; in the data active = activation above about 50%; inconclusive = mostly about 30% to 49%; also: 0% is about no effect
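First, unstimulated transgenic mouse T cells were exposed to compound for 60 min. Next, anti-CD3/anti-CD4-coated beads with anti-CD28 were added. Finally, after 18 h at 37 degrees C, EGFP and DsRed were imaged.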
ATXN2 expr inh: reduces ATXN2 reporter expression in HEK-293 cells. HEK-293 ATXN2-luciferase reporter, luminescence, 24 h. Potency, µM (highest dose often 57 µM), without a hit: top-dose activity change, negative = inhibition, usual class: inhibitors. 0.72% of 360,000 active; also: potency is read from the fitted curve at half-maximal effect; % is scaled to controls: 0 for no effect and ±100 for the full control effect; nearly all actives have a fitted effect of over 55% in size
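ATXN2-luciferase reporter cells (luciferase flanked by upstream and downstream ATXN2 gene portions) were treated 24 h at 37 °C with compounds at up to 57 uM. SteadyGlo luminescence gave expression; GF-AFC fluorescence gave viability.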
A549 viability: kills or reduces viability of A549 cells in Nrf2 counter-screen; A549 ARE-Fluc cells, CellTiter-Fluor viability, 18-24 h; 0.16% of 390,000 active; Potency, µM (titrated, usually from 46 µM), inactives show at the top dose activity change, negative = cytotoxicity, hits mostly inhibitors; also: potency is read from the fitted curve at half-maximal effect; % is scaled to controls: 0 for no effect and ±100 for the full control effect
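A549 ARE-Fluc cells in 5% FBS OPTI-MEM, 5000 cells/well, rested 2 h then exposed to compounds in concentration-response for 18-24 h at 37 °C. Viability by CellTiter-Fluor fluorescence (Ex 405/Em 525) after 30 min; luciferase luminescence (BugLite, 15 min, RT) read afterwards.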
Nrf2 ARE act: activates Nrf2 signaling. AREc32 ARE-luciferase reporter (MCF7-derived line), luminescence, 24 h. Potency, µM (series often up to 46.1 µM), inactives show top-dose activation, most hits filed as activators. 0.31% of 410,000 active; also: potency is read from the fitted curve at half-maximal effect; % of control where 0% means no effect; nearly all actives have a fitted effect of over 65% in size
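Reporter line AREc32 (ARE-Fluc), seeded overnight in OPTI-MEM with 5% FBS; compound pin-transferred, 24 hr at 37 deg C, 5% CO2; luminescent read-out.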
HepG2 tox: HepG2 cytotoxicity, counter-screen for TGF-b inhibitors. AID 588856. HepG2 CAGA-GFP viability, ATP luminescence, 18 h. 0.76% of 410,000 active. Potency, µM (top dose mostly 46.1 µM), for inactives: at the top dose activity change, negative = cytotoxicity, usual class: cytotoxic; also: potency is read from the fitted curve at half-maximal effect; some results filed as inactive show a strong effect at the top dose
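CellTiter-Glo luminescence gave cytotoxicity after 18 hours at 37 degrees C. The cells were HepG2 CAGA-GFP in 1% FBS DMEM, stimulated with 500 pg/mL TGF-beta after compound addition. %Activity was normalised to no-cell wells (complete cell-killing) and DMSO (no toxicity), and curves were fitted and classified.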
S2 tox: cell viability loss in ATXN counter-screen; S2 cells (HEK-293 line with an ATXN2-luciferase reporter) viability, CellTiter-Fluor protease fluorescence, 24 h; Potency, µM (series often up to 56.7 µM), actives largely listed as cytotoxic; 0.49% of 400,000 active; also: potency is read from the fitted curve at half-maximal effect; nearly all actives have a fitted effect of over 40% in size
TGFb SMAD3 inh: blocks TGF-b signaling. Potency, µM (titrated, usually from 46.1 µM), inactives show at the top dose activity, negative = inhibition, usual class: inhibitors. AID 588855. HepG2 CAGA-GFP TGF-b/SMAD3 reporter, GFP fluorescence, 18 h; TGF-beta stimulated, 500 pg/mL final. 1.2% of 410,000 active; also: potency is read from the fitted curve at half-maximal effect; % is scaled to controls: 0 for no effect and ±100 for the full control effect; nearly all actives have a fitted effect of over 65% in size
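GFP signal (ex488/em500-530) from TGF-beta-stimulated HEPG2 CAGA-GFP cells, 500 pg/mL final, 18 h at 37 degrees C in DMEM plus 1% FBS, normalized to unstimulated and DMSO-stimulated controls.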
EPAC2 ag: agonists of human EPAC2 (RAPGEF4); AID 720711; EPAC2 activation, biochemical qHTS; response scale: 100% = 6.5 mM cAMP response; Q8WZA2; 0.079% of 360,000 active; Potency, µM (series often up to 154 µM), inactives show at the top dose activation, usual class: activators; also: potency is read from the fitted curve at half-maximal effect; nearly all actives have a fitted effect of over 50% in size
Target sequence (Q8WZA2 whole entry, looked up): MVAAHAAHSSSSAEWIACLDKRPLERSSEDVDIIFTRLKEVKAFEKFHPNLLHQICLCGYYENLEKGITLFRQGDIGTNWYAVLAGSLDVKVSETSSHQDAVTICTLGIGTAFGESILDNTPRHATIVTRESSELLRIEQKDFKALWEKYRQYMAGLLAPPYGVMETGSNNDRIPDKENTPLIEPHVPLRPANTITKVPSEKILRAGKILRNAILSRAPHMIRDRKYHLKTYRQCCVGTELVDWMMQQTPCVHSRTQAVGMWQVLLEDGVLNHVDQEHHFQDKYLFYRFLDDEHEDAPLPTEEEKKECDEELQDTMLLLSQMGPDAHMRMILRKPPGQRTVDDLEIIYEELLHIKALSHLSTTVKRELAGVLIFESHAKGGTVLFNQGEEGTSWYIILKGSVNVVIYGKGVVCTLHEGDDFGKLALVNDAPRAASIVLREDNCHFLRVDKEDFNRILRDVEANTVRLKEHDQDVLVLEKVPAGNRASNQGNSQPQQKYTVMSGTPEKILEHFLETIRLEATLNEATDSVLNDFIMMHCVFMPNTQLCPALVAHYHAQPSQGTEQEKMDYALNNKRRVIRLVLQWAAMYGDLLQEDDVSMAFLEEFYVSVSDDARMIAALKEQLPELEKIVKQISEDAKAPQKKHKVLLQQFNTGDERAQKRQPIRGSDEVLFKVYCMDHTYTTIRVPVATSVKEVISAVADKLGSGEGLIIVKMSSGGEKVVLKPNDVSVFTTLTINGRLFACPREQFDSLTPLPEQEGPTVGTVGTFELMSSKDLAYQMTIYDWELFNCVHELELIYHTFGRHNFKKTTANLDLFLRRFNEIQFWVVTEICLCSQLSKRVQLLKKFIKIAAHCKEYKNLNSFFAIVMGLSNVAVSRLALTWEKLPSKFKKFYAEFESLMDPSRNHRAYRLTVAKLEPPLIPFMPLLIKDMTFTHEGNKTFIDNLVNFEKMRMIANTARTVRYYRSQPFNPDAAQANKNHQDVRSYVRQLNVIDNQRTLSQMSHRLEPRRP
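Setup: EPAC2 100 nM, labeled Rap1B complex 250 nM, free GDP 50 uM. Compound titrations pinned in, brief spin, 5 min room temperature incubation. Kinetic fluorescence read over 30 min, normalized to 6.5 mM cAMP.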
Nrf2 block: Nrf2 pathway inhibition | A549 ARE-Fluc reporter, luciferase luminescence, 18-24 h | AID 504444 | Potency, µM (doses to about 46 µM), for inactives: at the highest dose activity change, negative = inhibition, actives largely listed as inhibitors | 2.1% of 360,000 active; also: potency is read from the fitted curve at half-maximal effect; % is scaled to controls: 0 for no effect and ±100 for the full control effect; nearly all actives have a fitted effect of over 60% in size
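A549 ARE_Fluc cells, 5000/well, 5% FBS OPTI-MEM; compounds in dose-response, 18-24 h at 37 °C/5% CO2; CellTiter-Fluor viability read (Ex 405/Em 525), then BugLite luciferase luminescence = Nrf2 activity.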
Starred values were filed as active, the others as inactive; & = joins results of further samples; [ ] = dose if it differs, or a comment. Unless noted, calls follow the shape of the dose curve; as a rule, active = well fitted curve in the direction sought with a large enough effect; inconclusive = small, poorly fitted or top-dose-only effect, or another doubt; inactive = no such curve, though single readings can be large; an effect the other way counts as inactive or inconclusive.

O=C(NCC1CCCO1)c1onc(CSc2ccc(Cl)cc2)c1C(=O)O (stereo not given) was read as IL-2 act 0.4, ATXN2 expr inh 6%, A549 viability -1%, Nrf2 ARE act 0.0%, HepG2 tox 8%, S2 tox inactive, TGFb SMAD3 inh 16%, EPAC2 ag -2% and Nrf2 block 18%.
C=CCSc1nsc(N)n1 was read as IL-2 act 16, ATXN2 expr inh 1%, A549 viability -2%, Nrf2 ARE act 1.9%, HepG2 tox -10%, S2 tox inactive, TGFb SMAD3 inh -11%, EPAC2 ag 3% and Nrf2 block 4%.
For O=C1C2CSCN2C(=O)CN1CCCN1CCN(C(c2ccccc2)c2ccccc2)CC1 (stereo not given) the results were IL-2 act -0.1, A549 viability -6%, Nrf2 ARE act -0.1%, HepG2 tox -23%, S2 tox inactive, TGFb SMAD3 inh -30%, EPAC2 ag 8% and Nrf2 block -5%.
For O=C(Nc1cc(C(F)(F)F)ccc1N1CCOCC1)C1=COCCO1 the results were IL-2 act 0.4, ATXN2 expr inh -12%, A549 viability 3%, Nrf2 ARE act 0.5%, HepG2 tox -35%, S2 tox inactive, TGFb SMAD3 inh 38%[activator], EPAC2 ag 7% and Nrf2 block -6%.
For Cn1nnnc1SCc1nnc(-c2ccc(F)cc2)o1 the results were IL-2 act 0.6, ATXN2 expr inh 16%, A549 viability 7%, Nrf2 ARE act 4.9%, HepG2 tox -17%, S2 tox inactive, TGFb SMAD3 inh -2% and EPAC2 ag 4%.
Screening CCn1c2ccccc2c2cc(CN3CCN(Cc4ccccc4C)CC3)ccc21 returned A549 viability -2%, Nrf2 ARE act 3.3%, HepG2 tox -38%, TGFb SMAD3 inh inconclusive and Nrf2 block 19%.
For Cc1ccc(Cl)cc1N=C(N)N=C(N)N the results were IL-2 act -0.4, ATXN2 expr inh -13%, A549 viability 0%, Nrf2 ARE act 0.0%, HepG2 tox -12%, S2 tox inactive, TGFb SMAD3 inh 17%, EPAC2 ag 2% and Nrf2 block inconclusive.
`Cc1ccc(C(=O)/C=C/c2ccccc2)o1` gave IL-2 act -0.4, ATXN2 expr inh 8%, A549 viability -8%, Nrf2 ARE act inconclusive, HepG2 tox -49%, S2 tox inactive, TGFb SMAD3 inh -25%, EPAC2 ag -3% and Nrf2 block 2%.
For CC(C(=O)N1CCOCC1)c1ccc([N+](=O)[O-])cc1 (stereo not given) the results were IL-2 act 0.3, A549 viability inconclusive, Nrf2 ARE act -1.6%, HepG2 tox -13%, S2 tox inactive, TGFb SMAD3 inh -7%, EPAC2 ag 17% and Nrf2 block -3%.
Screening CNc1nc(-c2ccc(Cl)cc2)cs1 returned IL-2 act -0.1, ATXN2 expr inh 45%[activator], A549 viability -4%, Nrf2 ARE act 3.2%, HepG2 tox -3%, S2 tox inactive, TGFb SMAD3 inh -5%, EPAC2 ag -2% and Nrf2 block 13%.
`COCCn1c(C(F)(F)F)ccc(NC(=O)c2ccccc2)c1=O` gave IL-2 act -2.5, ATXN2 expr inh 35%[activator], A549 viability 3%, Nrf2 ARE act inconclusive, HepG2 tox -19%, S2 tox inactive, TGFb SMAD3 inh -1%, EPAC2 ag 4% and Nrf2 block inconclusive.
CC1(C)Cc2c(c(N3CCOCC3)nc3sc(C(=O)N4CCCCC4)c(N)c23)CO1 was read as IL-2 act -3.5, ATXN2 expr inh -2%, A549 viability 4%, Nrf2 ARE act 0.0%, HepG2 tox 7%, S2 tox inactive, TGFb SMAD3 inh -2%, EPAC2 ag -5% and Nrf2 block 19%.
Screening COc1cccc(NC(=O)Cn2nc(C)c3c(C)n(-c4ccccc4)nc3c2=O)c1 returned A549 viability 9%, Nrf2 ARE act 0.4%, HepG2 tox -11% and TGFb SMAD3 inh -25%.
`c1ccc(COc2cccc(CNCc3cccnc3)c2)cc1` gave IL-2 act 0.1, ATXN2 expr inh 3%, A549 viability 0%, Nrf2 ARE act 0.0%, HepG2 tox -19%, S2 tox inactive, TGFb SMAD3 inh -15%, EPAC2 ag 7% and Nrf2 block -7%.
For O=C(NCCCOC(=O)c1ccccc1)c1ccccc1 the results were IL-2 act 0.8, ATXN2 expr inh 3%, A549 viability 0%, Nrf2 ARE act -0.8%, HepG2 tox 6%, S2 tox inactive, TGFb SMAD3 inh 2%, EPAC2 ag 8% and Nrf2 block 3%.
Screening COc1cccc(NC(=O)Nc2ccc(C)c(Cl)c2)c1 returned IL-2 act -2.7, ATXN2 expr inh 47%[activator], A549 viability 0%, Nrf2 ARE act 0.7%, HepG2 tox 1%, S2 tox inactive, TGFb SMAD3 inh 5%, EPAC2 ag -3% and Nrf2 block 6%.
CN(C)/C=C/C(=O)c1c(F)cccc1F was read as IL-2 act -0.3, A549 viability 0%, Nrf2 ARE act -0.1%, HepG2 tox 14%, S2 tox inactive, TGFb SMAD3 inh 9%, EPAC2 ag 9% and Nrf2 block -11%.
For Cc1ccc(C(=O)NCc2ccc3c(c2)OCO3)cc1S(=O)(=O)N1CCOCC1 the results were IL-2 act 1.6, ATXN2 expr inh -3%, A549 viability 16%, Nrf2 ARE act -0.4%, HepG2 tox -55%, S2 tox inactive, TGFb SMAD3 inh -1%, EPAC2 ag 9% and Nrf2 block -24%.
O=C(C[C@@H]1C/C=C\CCCC(=O)OC[C@@H]2CCCN2C1=O)N[C@H](CO)Cc1ccccc1 was read as IL-2 act 1.0, ATXN2 expr inh 6%, A549 viability 1%, Nrf2 ARE act 0.1%, HepG2 tox 1%, S2 tox inactive, TGFb SMAD3 inh 5%, EPAC2 ag 4% and Nrf2 block 0%.
`COc1ccc(-c2cc(C(F)(F)F)nc(SCC(=O)NCc3ccco3)n2)cc1OC` gave IL-2 act -1.0, ATXN2 expr inh -4%, A549 viability 0%, Nrf2 ARE act 5.4%, HepG2 tox 3%, S2 tox inconclusive, TGFb SMAD3 inh 23%, EPAC2 ag -83%[15.6 µM] and Nrf2 block -1%.
For C[C@H]1CN([C@@H](C)CO)C(=O)CCCn2nncc2CO[C@H]1CN(C)C(=O)c1ccccc1 the results were IL-2 act 3.8, ATXN2 expr inh 5%, Nrf2 ARE act 3.1%, HepG2 tox -1%, S2 tox inactive, TGFb SMAD3 inh 1% and EPAC2 ag 0%.
Screening Clc1cccc(CNCC2CCCO2)c1Cl (stereo not given) returned IL-2 act 0.1, ATXN2 expr inh -7%, A549 viability -3%, Nrf2 ARE act 0.0%, HepG2 tox -11%, S2 tox inconclusive, TGFb SMAD3 inh 18%, EPAC2 ag 2% and Nrf2 block -10%.
`Cc1ccccc1CS(=O)(=O)Cc1ccc(C(=O)NCc2cccnc2)o1` gave IL-2 act -0.6, ATXN2 expr inh -10%, A549 viability -8%, Nrf2 ARE act -0.4%, HepG2 tox 2%, S2 tox inactive, TGFb SMAD3 inh 13%, EPAC2 ag 5% and Nrf2 block 4%.
`COC(=O)c1[nH]c2c(c1C)C(=O)CC(c1cc(OC)ccc1OC)C2` (stereo not given) gave IL-2 act -3.1, ATXN2 expr inh -9%, A549 viability -14%, Nrf2 ARE act -1.4%, HepG2 tox 2%, S2 tox inconclusive, TGFb SMAD3 inh -3% and EPAC2 ag -3%.
Cc1ccc(S(=O)(=O)N(CC(=O)NC2CC3CCC2C3)c2ccccc2)cc1 (stereo not given) was read as IL-2 act 1.6, Nrf2 ARE act 1.6%, HepG2 tox -27%, S2 tox inactive, TGFb SMAD3 inh -13% and EPAC2 ag 8%.
Screening COc1cc(N(C)C)ccc1C=c1c2ccccc2n2c1cc(-c1ccccc1)[n+]2C returned IL-2 act -6.0, ATXN2 expr inh 12µM*, A549 viability inconclusive, Nrf2 ARE act 5.9%, HepG2 tox -61%, S2 tox 12µM*, TGFb SMAD3 inh 3.5µM*, EPAC2 ag -3% and Nrf2 block 15µM*.
Screening CCOC(=O)CN1C(=O)/C(=C2\SC(=S)N(NC(=O)c3cccnc3)C2=O)c2ccccc21 returned IL-2 act -0.4, A549 viability 2%, Nrf2 ARE act -0.2%, HepG2 tox 2%, S2 tox inactive, TGFb SMAD3 inh -14%, EPAC2 ag -2% and Nrf2 block 0%.
For Cc1onc(-c2c(Cl)cccc2Cl)c1C(=O)N[C@@H]1C(=O)N2[C@@H]1SC(C)(C)[C@@H]2C(=O)O the results were IL-2 act -0.2&-2.9, ATXN2 expr inh 1%&11%&4%, A549 viability -1%&-2%, Nrf2 ARE act -0.5%&-0.3%, HepG2 tox 3%&-1%, S2 tox inactive, TGFb SMAD3 inh 3%&3%, EPAC2 ag 8%&1% and Nrf2 block inconclusive.
CC(Nc1nc(C(F)(F)F)nc2ccccc12)c1cccs1 (stereo not given) was read as IL-2 act -0.5, ATXN2 expr inh -24%, A549 viability 0%, Nrf2 ARE act 10%, HepG2 tox 22µM*, S2 tox inactive, TGFb SMAD3 inh 18µM*, EPAC2 ag 8% and Nrf2 block 4%.
`CC1CCN(S(=O)(=O)c2ccc(C(=O)Nc3sccc3C(N)=O)cc2)CC1` gave IL-2 act -3.6, ATXN2 expr inh -5%, A549 viability -5%, Nrf2 ARE act -0.9%, HepG2 tox -7%, S2 tox inactive, TGFb SMAD3 inh -21%, EPAC2 ag -5% and Nrf2 block inconclusive.

Random excerpt: 2 entries already listed, in no set order.
Screening COc1cccc(NC(=O)Nc2ccc(C)c(Cl)c2)c1 returned IL-2 act -2.7, ATXN2 expr inh 47%[activator], A549 viability 0%, Nrf2 ARE act 0.7%, HepG2 tox 1%, S2 tox inactive, TGFb SMAD3 inh 5%, EPAC2 ag -3% and Nrf2 block 6%.
Screening Clc1cccc(CNCC2CCCO2)c1Cl (stereo not given) returned IL-2 act 0.1, ATXN2 expr inh -7%, A549 viability -3%, Nrf2 ARE act 0.0%, HepG2 tox -11%, S2 tox inconclusive, TGFb SMAD3 inh 18%, EPAC2 ag 2% and Nrf2 block -10%.

Compound activity deposited in PubChem BioAssay by National Center for Advancing Translational Sciences (NCATS).
